Epigenetic reg: Quantitative High-Throughput Screen for Regulators of Epigenetic Control. hit rate 0.2% among 280,000. AID 1865, 2009. murine LDR cells, GFP reporter derepression, 30 h. Potency, µM (series often up to 53.9 µM), inactives show at the highest dose GFP activation, actives largely listed as activators; note: potency is the fitted concentration of half-maximal effect; % of control where 0% means no effect; nearly all actives have a fitted effect of over 60% in size
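Reporter derepression read as number of fluorescent GFP-positive objects, 20-120 um in size, counted by laser-scanning cytometer. Mouse LDR line with an epigenetically silenced CMV-GFP locus; compound incubation 30 h, 37 C.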
aGal spleen mod: qHTS Assay for Inhibitors and Activators of Human alpha-Galactosidase From Spleen Homogenate | Alpha-galactosidase A (Homo sapiens), P06280 | human spleen homogenate, 4MU-alpha-Gal fluorescence, 40 min | Potency, µM (doses to about 80 µM), for inactives: at the highest dose activity change, negative = inhibition, usual class: inhibitors | hit rate 0.008% among 240,000 | AID 2107, 2009;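 note: potency is the fitted concentration of half-maximal effect; 0% = enzyme with vehicle and -100% = no enzyme basal signal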
Target sequence (P06280 32-429 limits assumed): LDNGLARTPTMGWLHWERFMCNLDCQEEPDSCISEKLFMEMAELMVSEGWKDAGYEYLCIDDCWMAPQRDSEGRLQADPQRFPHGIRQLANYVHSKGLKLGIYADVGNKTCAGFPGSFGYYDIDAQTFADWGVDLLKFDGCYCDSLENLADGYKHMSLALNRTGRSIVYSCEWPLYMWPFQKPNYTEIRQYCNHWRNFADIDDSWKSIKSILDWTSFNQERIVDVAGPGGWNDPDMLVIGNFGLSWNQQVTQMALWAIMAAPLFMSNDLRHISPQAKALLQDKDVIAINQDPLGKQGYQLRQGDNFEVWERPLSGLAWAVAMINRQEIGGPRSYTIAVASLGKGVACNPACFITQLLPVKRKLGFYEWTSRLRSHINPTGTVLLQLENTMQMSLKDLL
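Spleen homogenate 1 ug + cpd (titration) + 4-MU-alpha-D-galactopyranoside 1 mM; 37C 40 min; 50 mM citrate/phosphate pH 5.0, 0.01% Tween-20; stop pH 10; fluorescence 365/440; AC50 via Hill.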
TR SRC2 fluor cs: Total Fluorescence Counterscreen for Inhibitors of the Interaction of Thyroid Hormone Receptor and Steroid Receptor Coregulator 2 | hit rate 0.29% among 280,000 | Potency, µM (doses to about 106 µM), for inactives: at the top dose fluorescence change, negative = quenching | AID 1479, 2009 | TRb/SRC2 Texas Red total fluorescence interference; active = well fitted curve in either direction with a large enough effect; inconclusive = small, poorly fitted or top-dose-only effect; note: potency is the fitted concentration of half-maximal effect; % is set by controls: 0 for no effect and ±100 for the full control effect
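Flags fluorescent or light-absorbing compounds by total fluorescence, S + 2P, at 555 nm excitation and 632 nm emission. Mixture: 20 nM Texas Red SRC2 peptide, 0.6 uM human TRb LBD, 1 uM T3, 5% DMSO; compound exposure 5 h at ambient temperature.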
NPSR antag: qHTS Assay for Antagonists of the Neuropeptide S Receptor: cAMP Signal Transduction. Q6W5P4. CHO-NPSR cells, cAMP TR-FRET, antagonist mode. Potency, µM (top dose mostly 38.3 µM), for inactives: at the top dose activity change, negative = inhibition, usual class: inhibitors. hit rate 1% among 220,000; note: potency is the fitted concentration of half-maximal effect; % is set by controls: 0 for no effect and ±100 for the full control effect; nearly all actives have a fitted effect of over 50% in size; many of its hits are not listed in these tables
Target sequence (Q6W5P4 whole entry, looked up): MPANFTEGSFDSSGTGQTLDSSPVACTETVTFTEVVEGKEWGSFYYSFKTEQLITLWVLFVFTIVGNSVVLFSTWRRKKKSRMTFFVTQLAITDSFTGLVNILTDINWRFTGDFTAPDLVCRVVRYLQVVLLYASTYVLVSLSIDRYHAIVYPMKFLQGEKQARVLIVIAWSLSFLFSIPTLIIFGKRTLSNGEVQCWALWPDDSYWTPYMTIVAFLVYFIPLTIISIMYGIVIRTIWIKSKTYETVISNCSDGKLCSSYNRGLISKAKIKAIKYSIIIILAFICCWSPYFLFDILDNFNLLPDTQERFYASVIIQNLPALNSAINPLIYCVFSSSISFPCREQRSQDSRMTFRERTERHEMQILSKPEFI
Tau fibril FP: qHTS for Inhibitors of Tau Fibril Formation, Fluorescence Polarization; hit rate 0.39% among 280,000; Potency, µM (highest dose often 57.7 µM), for the others: top-dose activity, negative = inhibition, most hits filed as inhibitors; Microtubule-associated protein tau (Homo sapiens), P10636; AID 1468, 2008; K18 P301L tau heparin fibrillization, Alexa594 FP, 6 h; note: potency is the fitted concentration of half-maximal effect; % is set by controls: 0 for no effect and ±100 for the full control effect; nearly all actives have a fitted effect of over 55% in size
Target sequence (P10636 561-689 P618L limits assumed): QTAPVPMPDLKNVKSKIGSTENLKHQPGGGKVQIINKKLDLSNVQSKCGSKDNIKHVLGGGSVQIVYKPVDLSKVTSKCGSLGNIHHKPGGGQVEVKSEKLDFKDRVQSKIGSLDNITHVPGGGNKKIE
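Read-out: fluorescence polarization of Alexa 594-labeled tau (0.24 uM), 555 nm excitation, 632 nm emission. Mixtures held 15 uM unlabeled K18 P301L, compound and 20 uM heparin, pH 7 acetate buffer, incubated 6 hr at 37 C.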
Tau fluor cs: Counterscreen qHTS for Inhibitors of Tau Fibril Formation, Fluorescence Polarization. hit rate 0.93% among 280,000. tau K18 P301L Alexa594 fluorescence, heparin fibrillization. Potency, µM (series often up to 57.7 µM), for the others: at the highest dose activity change, negative = decrease; note: potency is the fitted concentration of half-maximal effect; % is set by controls: 0 for no effect and ±100 for the full control effect; nearly all actives have a fitted effect of over 55% in size
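Human tau K18 P301L (15 uM unlabeled, 0.24 uM Alexa 594-labeled) in 100 mM sodium acetate pH 7 with 20 uM heparin, 6 hr at 37 C. ThT 30 uM added, 1 hr ambient; Alexa 594 FP and total fluorescence read at 555/632 nm.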
TRb-SRC2 inh: qHTS for Inhibitors of the Interaction of Thyroid Hormone Receptor and Steroid Receptor Coregulator 2; AID 1469, 2008; Potency, µM (doses to about 106 µM), without a hit: at the top dose activity change, negative = inhibition, hits mostly inhibitors; TRbeta-SRC2 peptide binding, fluorescence polarization; receptor liganded with 1 µM T3; hit rate 0.065% among 280,000;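 note: potency is the fitted concentration of half-maximal effect; plate controls were bound peptide for no effect and peptide without receptor for full effect; nearly all actives have a fitted effect of over 50% in size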
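Human TRb LBD (0.6 uM) plus Texas Red-labeled SRC2 peptide (20 nM), 1uM T3, 5% DMSO, 5 hr at ambient temperature. Decreased polarization (555/632 nm) flags inhibition; data normalized to free and bound peptide controls.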
CBFb-RUNX1 inh: qHTS Assay for Compounds Blocking the Interaction Between CBF-beta and RUNX1 for the Treatment of Acute Myeloid Leukemia; AlphaScreen CBFb-His/RUNX1-biotin binding, biochemical; Potency, µM (titrated, usually from 59.8 µM), without a hit: top-dose activity, negative = inhibition, actives largely listed as inhibitors; 230,000 tested, under 10 active; AID 1477, 2009; note: % of control where 0% means no effect
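AlphaScreen binding: CBFb-His and RUNX1-biotin (30 nM each) preincubated 20 min, compound added for 15 min, then nickel and streptavidin beads for 90 min, all at room temperature. Disruption of the interaction by any mechanism counts as activity.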
An asterisk follows results filed as active; ? = inconclusive; . = no result given; & = joins results of further samples; [ ] = dose if it differs, or a comment. Unless noted, calls come from the whole dose curve; as a rule, active = well fitted curve in the direction sought with a large enough effect; inconclusive = small, poorly fitted or top-dose-only effect, or another doubt; inactive = no such curve, though single readings can be large; an effect the other way counts as inactive or inconclusive.

SMILES	Epigenetic reg	aGal spleen mod	TR SRC2 fluor cs	NPSR antag	Tau fibril FP	Tau fluor cs	TRb-SRC2 inh	CBFb-RUNX1 inh
CC(NC(=O)C1CCCCC1)C(=O)NC1=NCCS1 (stereo not given)	2.8%	1.1%	0.1%	0.9%[46.1 µM]	5.2%	-1.7%	7.9%	-1.5%
CCn1c2ccccc2c2cc(CNCc3ccc(OC)cc3OC)ccc21	1.1%	5.4%	2.6%	?	-3.9%	-21.0%	5.8%	-4.3%
COc1ccc(-c2c3c(nc4sc(C(=O)Nc5cccc(OC)c5)c(N)c24)CC(C)(C)CC3=O)cc1	-0.7%	.	-0.8%	.	?	?	9.0%	.
CCCc1ccc(OCCNC(=O)CC)cc1	-2.1%	3.6%	-0.1%	-1.4%[46.1 µM]	6.0%	4.0%	2.3%	-7.4%
COc1cccc(/C=N/n2c(=O)[nH]c3ccccc32)c1OC	-5.0%	-2.9%	-2.4%	-10.5%	-12.5%	-16.2%	-2.1%	6.0%
CCCCn1c(NCc2ccc(N(C)C)cc2)nc2ccccc21	-3.3%&-1.0%	-6.8%	?	57.9%	1.6%&2.4%	?	-0.7%&-1.3%	15.5%
COC(=O)c1ccc(Cn2c(SCc3ccc(F)cc3)nc3ccncc32)cc1	0.0%	.	7.6%	.	3.2%	-9.4%	2.8%	.
CC(C)(C)NS(=O)(=O)c1ccc(NC(=O)C2CCCCC2)cc1	-1.3%	-5.4%	-1.4%	-1.1%	-5.2%	-6.2%	-8.1%	-0.3%
COc1ccc2c(c1)C(=O)[C@H](OC(=O)NCc1ccc3c(c1)OCO3)[C@@H](c1ccc(OC)c(Br)c1)O2	1.1%	6.1%	0.9%	.	-5.6%	-15.3%	6.2%	-9.8%
COc1cccc(CNC(=O)Cn2cc3c(n2)-c2c(oc(C(=O)N4CCCC4)c2C)CC3)c1OC	-0.7%	.	-2.4%	.	3.0%	-9.2%	-5.6%	.
O=[N+]([O-])c1ccccc1NCCNc1ncc(C(F)(F)F)cc1Cl	1.5%	6.1%	-1.5%	-20.6%[46.1 µM]	?	-22.2%	1.4%	-25.1%
CCC(Sc1ccccn1)C(=O)Nc1cccc([N+](=O)[O-])c1 (stereo not given)	0.2%	-0.9%	-1.8%	21.6%	-2.6%	-11.0%	-0.7%	9.5%
CC(=O)Oc1ccc2occ(/C=N/c3cc(=O)[nH]c(=S)[nH]3)c(=O)c2c1	1.9%	9.3%	-4.3%	-19.6%	-9.6%	-4.9%	-1.1%	0.0%
NS(=O)(=O)c1cccc(NC(=O)CSc2nn(-c3ccccc3)c(=S)s2)c1	-2.0%	1.2%	-0.7%	-12.7%	-14.8%	?	-3.4%	-18.5%
CN(C)S(=O)(=O)c1ccc(=S)[nH]c1	2.7%	0.1%	-1.7%	7.9%	-1.9%	3.5%	1.4%	-3.6%
Cc1ccc(-n2nnc3c(=O)n(CC(=O)NCC4CCCO4)cnc32)cc1 (stereo not given)	-1.1%	3.5%	-1.6%	?	-0.8%	-9.8%	-8.2%	-1.1%
O=C(O)c1cccc(NC(=O)c2cc(S(=O)(=O)N3CCOCC3)cs2)c1	-0.1%	-2.5%	-5.0%	3.0%	-6.2%	12.8%	-5.9%	-2.5%
COc1ccc(C)cc1Nc1c2c(nc3ccccc13)CCC2	-0.6%	.	-1.6%	.	-4.4%	-9.2%	-1.5%	.
COc1ccc(CCNc2cc(N3CCN(C(=O)c4ccccc4F)CC3)ccc2[N+](=O)[O-])cc1OC	-1.1%	10.0%	1.7%	-1.9%[46.1 µM]	1.6%	-14.2%	-20.4%	-14.3%
CCOc1ccc(C2=Cc3cc(OC)c(OC)cc3C(=C(Cl)Cl)O2)cc1	3.8%	-4.4%	-19.2%	-8.3%[46.1 µM]	?	?	28.2µM*	-6.5%
CCOc1ccc(C(NC(=O)/C=C/c2ccco2)c2ccc(OC)c(OC)c2)cc1 (stereo not given)	0.0%	-5.7%	-2.4%	-17.2%[46.1 µM]	2.6%	-2.9%	1.5%	-5.4%
Cn1c(NCCCN2CCOCC2)nc2c1c(=O)n(Cc1ccc(Cl)cc1Cl)c(=O)n2C	0.0%	9.6%	-5.5%	-3.1%[46.1 µM]	10.4%	-19.3%	0.6%	-2.2%
COc1ccc(Cc2nnc(SCC(=O)N3CCCCC3)o2)cc1	-2.6%	3.2%	-1.2%	15.4%	1.4%	2.9%	4.1%	2.1%
Cc1cc(Cl)ccc1OCC(=O)Nn1c(C)ccc1C	1.1%	16.6%	3.1%	-5.6%[46.1 µM]	-4.0%	-14.2%	-19.3%	0.1%
Cc1cc(C(=O)CSc2nnc(NCc3ccccc3)s2)c(C)n1C	0.0%	0.4%	-3.4%	-11.5%[46.1 µM]	-0.3%	-15.6%	?	-17.9%
CC(C)c1ccccc1N=C1SCCN1C1CCS(=O)(=O)C1 (stereo not given)	-0.8%	-0.6%	-0.9%	-1.2%[46.1 µM]	-3.6%	-5.0%	-1.6%	9.0%
COc1cccc(/C=C2\SC(=S)N(NC(=O)c3ccncc3)C2=O)c1	2.2%	-2.1%	-1.2%	-6.6%	8.1%[2.34 µM]	10.0%	-3.3%	0.7%
CCCCCC(=O)Nc1ccc(N2CCN(C(=O)c3ccccc3)CC2)cc1	-2.1%	8.7%	0.5%	-8.7%[46.1 µM]	2.9%	-15.5%	-10.9%	0.5%
COc1ccc(C(=O)Nc2c(C(C)(C)C)nn(C)c2C(C)(C)C)cc1	1.0%	2.4%	0.4%	-14.1%[7.67 µM]	-6.6%	-12.0%	-3.0%	2.2%
CCCOc1ccc(C2c3c(oc4ccccc4c3=O)C(=O)N2c2nnc(C(C)C)s2)cc1 (stereo not given)	-1.0%	.	-4.8%	.	-0.5%	-1.1%	1.9%	.
C/C(CCC(C)C)=N\Nc1ccc(S(N)(=O)=O)cc1[N+](=O)[O-]	1.1%	-0.8%	-5.5%	-35.9%	6.4%	-28.6%	-0.7%	-23.4%
O=C(CCS(=O)(=O)c1ccccc1)Nc1ccc2c(c1)OCO2	-1.0%	-3.3%	-4.6%	-5.3%	0.3%	-13.3%	0.9%	?
FC(F)(F)c1cc(-c2ccc3c(c2)OCO3)nc(NCc2ccco2)n1	-1.2%	10.4%	0.8%	-4.5%[46.1 µM]	-10.4%	-19.5%	-5.9%	12.4%
COc1cc(C(=O)Nc2ccc(-n3cnnn3)c(C)c2)cc(OC)c1OC	-1.1%	1.5%	1.1%	-11.6%[46.1 µM]	-11.2%	-6.6%	-3.7%	4.1%
NC(=O)C(=O)N/N=C1\CCc2ccccc21	1.2%	6.6%	-2.6%	7.7%	7.2%	-0.7%	0.5%	10.7%
CSc1nc(N)nc(SCC(=O)CC(=O)OC(C)C)c1C#N	-1.1%	12.5%	1.1%	-12.7%[46.1 µM]	-3.0%	-20.0%	4.9%	5.0%
CC1=C(C(=O)Nc2ccc(C)cc2C)C(c2sccc2C)n2ncnc2N1 (stereo not given)	-1.7%	.	1.5%	.	0.7%	-0.6%	4.0%	.
Cn1c(=O)n(CCc2ccccc2)c(=O)c2c1ncn2Cc1ccccc1	0.9%	2.7%	0.8%	-8.6%[46.1 µM]	6.3%	-9.7%	-9.5%	4.7%
COc1cccc(OC)c1OCCN1CCN(C(=O)c2ccco2)CC1	-7.7%	0.2%	-0.5%	-10.0%[46.1 µM]	3.1%	-0.9%	-11.5%	-1.9%
O=C1NC(=S)N/C1=C/c1cccnc1	-1.7%	-1.8%	1.6%	-25.8%	-3.0%	-18.8%	6.0%	4.5%
Cc1ccc(C(=O)NCc2ccc(N(C)C)cc2)cc1NC(=O)c1nsc2ccccc12	-0.5%	.	-1.7%	.	6.9%	?	1.4%	.
CC(=O)Sc1nc(-c2ccccc2)[nH]c1S(=O)(=O)c1ccc(C)cc1	-1.9%	-0.3%	-1.3%	-12.1%	39.8µM*	-29.8%	-11.3%	-4.8%
COc1ccc(C(=O)Nc2ccc(Cl)c(Cl)c2)c(OC)n1	0.9%	-3.4%	-2.0%	-11.0%[46.1 µM]	-7.1%	-1.7%	4.9%	7.3%
CC(C)(C)SCCNC(=O)CSCc1ccc([N+](=O)[O-])cc1	-1.1%	4.7%	-6.0%	-10.3%[46.1 µM]	7.7%	-5.8%	8.4%	-4.9%
COc1ccc(-c2noc(COc3ccc(Br)cc3C)n2)cc1OC	0.0%	.	?	.	-12.3%	-22.8%	-5.9%	.
CC1CCN(S(=O)(=O)c2ccc(S(=O)(=O)NCC(=O)C(C)(C)C)cc2)CC1	0.0%	-2.0%	-4.4%	-0.9%[46.1 µM]	-6.4%	-1.5%	2.7%	-4.0%
COc1ccc(/C=C/C(=O)Nc2c(C)nn(C)c2C)cc1COc1ccc(Br)cc1	-1.2%	-4.2%	3.3%	-24.3%[46.1 µM]	-11.7%	-13.6%	3.5%	1.4%
CCOC(=O)c1c(NC(=O)/C=C/c2ccc(C)cc2)sc2c1CCCC2	-1.6%	.	-4.7%	.	-11.6%	-5.3%	-5.3%	.

Not all compounds are listed, so the mix of outcomes need not match the whole.
